Screens: PubChem BioAssay, National Center for Advancing Translational Sciences (NCATS)
Lipid storage S3: qHTS Assay for Lipid Storage Modulators in Drosophila S3 Cells; Drosophila S3 cells, BODIPY lipid droplet fluorescence, 18-24 h; cells fed with added oleic acid; lipid storage change, negative = inhibition, % at the top dose, mostly 46.1 µM; hits show Potency in µM; hit rate 0.64% among 320,000; AID 2685; active means well fitted inhibition curve with a large enough effect in the signal ratio, with a control signal flat, not every such curve was filed as active; inconclusive means small, poorly fitted or top-dose-only effect, or effect the other way, or a change in a side signal; the % refers to the signal ratio
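Laser-scanning cytometry quantifies lipid droplet accumulation (500–530 nm total intensity; droplet/cell object ratio) in oleic acid-fed (400 uM added) Drosophila S3 cells treated with a concentration series. 20 uM Triacsin C defined 100% inhibition.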
Lipid storage S3 cell count max: recorded beside Lipid storage S3, whose call it bears; cell number change, %; measured here: cell count max response;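 cells counted by Cell Tracker Red CMTPX staining in the red channel; peak over a dose series mostly up to 46.1 µM; percent activity relative to internal control wells on each plate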
An asterisk follows results filed as active; i = inactive; ? = inconclusive; · = no result given; [ ] = another dose, or the depositor's remark. On the % scale 0 is the no-effect control and ±100 the full control effect; potency means the concentration at half of the fitted maximal effect. An excerpt (hit frequency here may not be typical).

SMILES | Lipid storage S3 | Lipid storage S3 cell count max
CCOc1ccc(C(=O)C[n+]2ccc(C(=O)NCc3ccccc3)cc2)cc1 | -21% | -7
Clc1ccc(CONc2ncnc3nonc23)c(Cl)c1 | ? | ·
Cc1ccc(Cn2ccc(NC(=O)C3C4CCC(C4)C3C(=O)O)n2)cc1 (stereo not given) | ? | ·
CSc1nnc2c(n1)c(C)nn2-c1cccc(C)c1 | 0% | -1
CCNC(=S)N(CCc1cccc(C)c1)Cc1cc2cc(OC)c(OC)cc2[nH]c1=O | ? | ·
CC(OC(=O)C(C)N1C(=O)C2C3C=CC(C4CC34)C2C1=O)C(=O)c1ccccc1 (stereo not given) | -16% | ·
CC(=O)c1ccc2c(c1)OCCOCCOCCO2 | ? | ·
CCOC(=O)CC1C(=O)NCCN1S(=O)(=O)c1ccc(Cl)cc1Cl (stereo not given) | -19% | -1
CC(=O)N1CCC(=NNc2nc3ccccc3s2)CC1 | i | ·
CCOC(=O)N1CCN=C1SCc1ccc(C(F)(F)F)cc1 | ? | ·
CCOC(=O)c1nc(C)nc(Sc2n[nH]c(-c3cc(Cl)cc(Cl)c3)n2)c1C | 14% | 12
Cc1ccc(C(=O)OCC(=O)N2CCC(c3ccccc3)=N2)c(C)c1 | 16% | 19
Cc1ccc(C)c(NC(=O)CCN2CCCCC2)c1 | 4% | 16
CC1=C(n2nnc([N+](=O)[O-])n2)C(c2cccnc2)C(C#N)=C(N)O1 (stereo not given) | ? | ·
O=C(Cn1nnc(-c2ccccc2NC(=O)c2ccco2)n1)Nc1ccccc1 | ? | ·
COc1cccc(NC(=O)CCNC(=O)N2CC(=O)Nc3ccccc32)c1 | 158% | 16
O=C(c1ccc2c3n(nc2c1)-c1ccc(Cl)cc1CO3)N1CCCCC1 | 5% | 4
CCC(=O)Nc1ccc(C(=O)Nc2ccc(OC)cc2[N+](=O)[O-])cc1 | 2% | 18
Cc1ccc(NC(=O)c2ccccc2-c2ccc(C(F)(F)F)cc2)cc1S(=O)(=O)N1CCOCC1 | ? | ·
CC(=O)Nc1ccc(CNc2ncnc3ccc(-c4c(C)noc4C)cc23)cc1 | i | -4
COc1ccc(C(=O)N2CCC(C(=O)Nc3ccc(C)cc3)CC2)cc1 | 2% | 26
COc1cccc(C(C(=O)NC(C)(C)C)N(Cc2ccco2)C(=O)CCC(=O)Nc2cc(C)on2)c1OC (stereo not given) | -6% | -17
O=C1c2ccccc2CN1CCSC(=S)N1CCSCC1 | 1% | 12
CCCN(CCC)CCCNC(=O)c1cn(CC)c2ccc(S(=O)(=O)N3CCOCC3)cc2c1=O | i | 5
COc1ccc(C(=O)Nc2cc(=O)n(C)c(=O)n2C)cc1OC | -1% | 3

16 compounds already listed, sorted by formula weight, falling:
SMILES | Lipid storage S3 | Lipid storage S3 cell count max
COc1cccc(C(C(=O)NC(C)(C)C)N(Cc2ccco2)C(=O)CCC(=O)Nc2cc(C)on2)c1OC (stereo not given) | -6% | -17
CCCN(CCC)CCCNC(=O)c1cn(CC)c2ccc(S(=O)(=O)N3CCOCC3)cc2c1=O | i | 5
Cc1ccc(NC(=O)c2ccccc2-c2ccc(C(F)(F)F)cc2)cc1S(=O)(=O)N1CCOCC1 | ? | ·
CCNC(=S)N(CCc1cccc(C)c1)Cc1cc2cc(OC)c(OC)cc2[nH]c1=O | ? | ·
CC(OC(=O)C(C)N1C(=O)C2C3C=CC(C4CC34)C2C1=O)C(=O)c1ccccc1 (stereo not given) | -16% | ·
O=C(Cn1nnc(-c2ccccc2NC(=O)c2ccco2)n1)Nc1ccccc1 | ? | ·
CC(=O)Nc1ccc(CNc2ncnc3ccc(-c4c(C)noc4C)cc23)cc1 | i | -4
O=C(c1ccc2c3n(nc2c1)-c1ccc(Cl)cc1CO3)N1CCCCC1 | 5% | 4
COc1ccc(C(=O)N2CCC(C(=O)Nc3ccc(C)cc3)CC2)cc1 | 2% | 26
O=C1c2ccccc2CN1CCSC(=S)N1CCSCC1 | 1% | 12
Cc1ccc(C(=O)OCC(=O)N2CCC(c3ccccc3)=N2)c(C)c1 | 16% | 19
CCOC(=O)N1CCN=C1SCc1ccc(C(F)(F)F)cc1 | ? | ·
COc1ccc(C(=O)Nc2cc(=O)n(C)c(=O)n2C)cc1OC | -1% | 3
Clc1ccc(CONc2ncnc3nonc23)c(Cl)c1 | ? | ·
CC(=O)N1CCC(=NNc2nc3ccccc3s2)CC1 | i | ·
Cc1ccc(C)c(NC(=O)CCN2CCCCC2)c1 | 4% | 16

Next section
SMILES | Lipid storage S3 | Lipid storage S3 cell count max
CC1CC1c1ccc(/C=C(\C#N)C(=O)Nc2cc(Cl)ccc2Cl)o1 (stereo not given) | ? | ·
CC1(C)OC(c2ccccc2)=C/C(=C\C=N\NC(=O)c2ccncc2)O1 | ? | ·
CN1C(=O)/C(=C\c2cc(Br)cs2)c2ccccc21 | ? | ·
O=C1N/C(=C/c2cccn2-c2ccccc2)C(=O)N1Cc1ccc(F)cc1 | 26% | -10
Cc1ccc(NC(=O)Cn2c(=O)c(C)nc3ccccc32)cc1 | 17% | 8
Cn1c(=O)cc(SCC(=O)N2CCN(c3ccccc3)CC2)c2ccccc21 | ? | ·
O=C(c1ccc(COc2ccccc2Br)o1)N1CCN(c2ccccn2)CC1 | -14% | 10
CCCCN(CC)C(=S)Nc1ccc2nc(N3CCN(C)CC3)cc(C)c2c1 | 15% | 24
COc1cccc(NC(=O)CCC2CCN(C(=O)Cc3cccc(F)c3)CC2)c1 | i | -8
COCCCNCCCCOc1ccccc1-c1ccccc1 | -3% | -2
Cc1ccc(OCC(=O)Nc2ccccc2C(N)=O)cc1 | ? | ·
O=C(NNC(=O)c1ccccc1F)c1cccc(-n2cccc2)c1 | ? | ·
CCc1ccccc1NC1c2ccccc2C(=O)N1Cc1ccco1 (stereo not given) | 16% | 1
NS(=O)(=O)c1ccc(NC(=O)COC(=O)c2cc3ccccc3cc2O)cc1 | 14% | 1
COCCNC(=O)c1cccc(OC2CCN(Cc3ccc(F)cc3OC)CC2)c1 | 2% | 16
O=C(Nc1cccc(NC(=O)c2c(F)cccc2F)n1)c1c(F)cccc1F | 6% | -7
COc1ccc([N+](=O)[O-])cc1NC(=O)CN(C)S(=O)(=O)c1ccccc1 | ? | ·
Cc1cc(C(=O)Cn2nnc3ccccc3c2=O)c(C)n1-c1ccccc1F | ? | ·
CCOC(=O)c1c(NC(=O)c2c(C)noc2C)sc2c1CCCCC2 | -8% | 8
CC1CCN(C(=O)COC(=O)C2CCN(S(=O)(=O)c3ccc(Cl)c(C(F)(F)F)c3)CC2)CC1 | i[0.0737 µM] | 24
O=C(CCN1CCOCC1)Nc1cc(C(=O)Nc2ccc(Cl)cc2)ccc1N1CC2CC(C1)c1cccc(=O)n1C2 (stereo not given) | i | -13
CC(SCc1ccccc1)C(=O)Nc1ccc(F)cc1 (stereo not given) | ? | ·
CCOc1cc(/C=N/NC(=O)NN(C)c2ncc(C(F)(F)F)cc2Cl)ccc1O | ? | ·
C=CCC(C(=O)OC)(C(=O)OC)c1ccc([N+](=O)[O-])cn1 | -9% | 9
CCCCC(=O)Nc1nnc(S(=O)(=O)N2CCCCCC2)s1 | i | 9
Further records follow:
SMILES | Lipid storage S3 | Lipid storage S3 cell count max
Cc1nc2cc(NC(=O)CS(=O)(=O)c3ccc(F)cc3)ccc2s1 | ? | ·
CC[C@H](C)[C@@H](NC(=O)O[C@@H]1C(=O)c2cc(OC)ccc2O[C@H]1c1ccc(OC)c(Br)c1)C(=O)OC | 20% | 8
CC(CCc1ccccc1)NC(=O)c1nnc(Cc2ccc(Cl)cc2)o1 (stereo not given) | ? | ·
O=C(CN1C(=O)NC2(CCCCC2)C1=O)NC1CCCc2ccccc21 (stereo not given) | 8% | -3
NC(=O)NC(=O)CSc1nnc(-c2ccc(Cl)cc2)n1CC1CCCO1 (stereo not given) | ? | ·
O=C(NCS(=O)(=O)c1ccccc1)c1ccccc1 | 23µM* | 0.3*
COc1ccc(S(=O)(=O)n2ccc(-c3ccc4c(c3)CCC(C)(C)O4)n2)cc1 | 8% | -1
COc1ccc(-c2noc(CN(C)C(=O)c3ccco3)n2)cc1 | i | 3
Cc1ccc(CN2CCN(/N=C/c3ccc(C)s3)CC2)c(C)c1 | ? | ·
O=C(Nc1cccc(Cl)c1)N(Cc1nc2ccccc2c(=O)[nH]1)C1CCCC1 | ? | ·
Cc1cc([N+](=O)[O-])nn1CCCC(=O)NCc1ccc(F)cc1 | ? | ·
COc1ccc(-c2nn(-c3ccccc3)cc2C(=O)O)cc1 | ? | ·
O=C(Nc1ccccc1Br)c1c(F)cccc1Cl | ? | ·
O=C(N/N=C\c1ccc([N+](=O)[O-])s1)c1cncc(Br)c1 | ? | ·
O=C(CCCN1C(=O)/C(=C\c2cccs2)SC1=S)Nc1ccc(C(=O)O)cc1 | 3% | 19
O=C(CCS(=O)(=O)c1ccc(Cl)cc1)Nc1nc(-c2ccncc2)cs1 | ? | ·
COc1cccc(/C=N/NC(=S)Nc2cccnc2)c1 | 3% | 10
COc1ccc(C(=O)Nn2c(SCC(=O)NCc3ccco3)nc3ccccc3c2=O)cc1 | 11% | -12
COc1cc(/C=C2/C(=O)NN(c3ccc(Cl)c(Cl)c3)C2=O)cc([N+](=O)[O-])c1O | ? | ·
Cc1cc(=O)[nH]c(SCC(=O)NCCC2=CCCCC2)n1 | -5% | 5
O=C(c1cccc(F)c1)N1CCCC(C(=O)N2CCCC2)C1 (stereo not given) | 0% | 14
CCC(=O)Nc1cccc(NC(=O)c2ccccc2Br)c1 | 10% | 0
Cc1cc(C)cc(NC(=O)Cn2c(SCc3cc(C)ccc3C)nc3ccncc32)c1 | -3% | ·
Cc1ccc(C2=NS(=O)(=O)N(C)C(C(=O)Nc3ccc(F)cc3F)=C2)cc1 | i | -2
COC(=O)c1sc(N)c(C(=O)OC)c1Cn1ncc(Cl)c(Cl)c1=O | ? | ·
More records follow:
SMILES | Lipid storage S3 | Lipid storage S3 cell count max
CCN(CC(=O)Nc1ccc(NC(C)=O)cc1)C(=O)c1cn(-c2ccccc2)nc1-c1cccs1 | ? | ·
COCCSc1ccccc1C(=O)Nc1cccnc1 | ? | ·
COc1ccc(-n2c(O)c(/C=N/NS(=O)(=O)c3ccc(C)cc3)c3ccccc3c2=O)cc1OC | 8.2µM* | -21*
CC(=O)Nc1ccc(NC(=O)CCN2C(=O)C3CC=CCC3C2=O)cc1 (stereo not given) | ? | ·
O=C(NCc1ccncc1)C(F)(F)C(F)(F)C(=O)NCc1ccncc1 | i | 7
O=C(c1ccccc1F)N1C(=O)c2cccc3cccc1c23 | ? | ·
Cc1cc(NC(=O)CSc2ncn[nH]2)no1 | 1% | ·
CCc1ccc(N=C2N=C(N)c3ccccc32)cc1 | ? | ·
Cc1noc(C)c1C(=O)NCCCN1CCCC1=O | ? | ·
CCN(Cc1cc2cc(OC)ccc2[nH]c1=O)C(=O)c1ccncc1 | ? | ·
COc1cc(/C=N/n2c(=S)[nH]nc(C)c2=O)cc([N+](=O)[O-])c1O | ? | ·
Cc1c(NC(=O)c2cc(-c3ccc(Cl)c(Cl)c3)on2)c(=O)n(-c2ccccc2)n1C | ? | ·
Cc1nn(CC(=O)NCc2ccccc2Cl)c(C)c1[N+](=O)[O-] | ? | ·
Cc1cc(F)ccc1NCC(=O)Nc1ccc(Br)cc1C | ? | ·
COC(=O)N1C(=O)[C@](CC(C)C)(c2ccccc2)N1C(=O)OC | ? | ·
O=S(=O)(NCCCCNS(=O)(=O)c1c(F)cccc1F)c1ccc2c(c1)OCCO2 | ? | ·
Cc1ccc(N2C(=O)N(CC(=O)Nc3ccccc3C)C(=O)C2C)cc1 (stereo not given) | ? | ·
N#CCSc1nc(-c2ccccc2)cs1 | i | ·
Cc1ccc(C)c(NS(=O)(=O)c2ccc3oc(=O)ccc3c2)c1 | -30% | -8
O=[N+]([O-])c1ccc(-c2cnc(SC(c3ccccc3)c3ccccc3)[nH]2)cc1 | 1% | -2
COC(=O)C/C=C/[C@@H](C)[C@@H](/C=N/O[C@@H](C)c1cn([C@H](CO)Cc2ccccc2)nn1)NS(=O)(=O)c1ccc(C)cc1 | -7% | 6
CCCc1nn2c(=O)cc(CSCC(=O)Nc3ccc(OC)cc3)nc2s1 | ? | ·
CC(C)CCNC(=O)CO/N=C/c1ccccc1OC(F)F | 8% | 0
O=[N+]([O-])c1ccccc1/C=C/C=N/Nc1ccc(S(=O)(=O)Nc2ccc(Cl)cc2)cc1[N+](=O)[O-] | i | -9
COc1ccccc1-n1ccnc(SCC(=O)NCc2ccccc2Cl)c1=O | ? | ·
New compounds follow:
SMILES | Lipid storage S3 | Lipid storage S3 cell count max
COc1cc(C(=O)NCc2nc(C)cs2)ccc1OC1CCN(C(C)=O)CC1 | ? | ·
Cc1nn(C)cc1/C=N/NC(=S)Nc1ccc(Cl)cc1Cl | ? | ·
Cc1ccc2c(C(=O)CN3CCSCC3)c(C)[nH]c2c1 | ? | ·
Cc1onc(-c2ccccc2Cl)c1C(=O)N1CCCCC1C(=O)O (stereo not given) | ? | ·
NC(=O)c1cnn(-c2cc(Oc3ccccc3)ncn2)c1N | 1% | ·
CCOC(=O)Nc1ccc(S(=O)(=O)Nc2cc(C)nc(C)n2)cc1 | ? | ·
O=C(NN1c2ccccc2CCc2ccccc21)c1ccccc1Br | ? | ·
O=C(CN1C(=O)c2cccc3cccc1c23)N1CCN(Cc2ccc3c(c2)OCO3)CC1 | ? | ·
CCOC(=O)N1CCC(N2C(=O)c3ccccc3C2Nc2ccc3c(c2)OCCO3)CC1 (stereo not given) | ? | ·
O=c1c(Cc2ccc(F)cc2)c(O)ccn1CCc1cnc[nH]1 | ? | ·
CCOC(=O)Cc1csc(SC(C)C(=O)NC2CCCCC2C)n1 (stereo not given) | ? | ·
